FLuc counter = firefly luciferase modulation, counter-screen for miR-21 project; purified FLuc, Km substrates, luminescence inhibition; AID 588342; P08659; actives 6.9% (n = 360,000); Potency, µM (top dose mostly 57.5 µM), for inactives: at the top dose activity change, negative = inhibition, usual class: inhibitors;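 also: plate controls were vehicle for no effect and reference inhibitor for full effect; nearly all actives have a fitted effect of over 55% in size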
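Purified P. pyralis luciferase (10nM final) with 10uM D-luciferin and 10uM ATP (Km levels) in 50mM Tris acetate pH 7.5, 10mM Mg acetate, 0.01% Tween-20, 0.05% BSA; qHTS 6-point titration, ~60 µM downward; luminescence read.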
CXXC DNA block = MLL CXXC-DNA interaction inhibition | Q03164 | MLL-CXXC / FITC-HOXA9 DNA fluorescence polarization | Potency, µM (titrated, usually from 115 µM), inactives show at the highest dose activity change, negative = inhibition, usual class: inhibitors | actives 0.037% (n = 290,000) | AID 2662; active = well fitted inhibition curve with a large enough effect in the polarisation, with a control signal flat, not every such curve was filed as active; inconclusive = small, poorly fitted or top-dose-only effect, or effect the other way, or a change in a side signal; inactive = no such curve, though single readings can be large or run the other way; the % refers to the polarisation
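Fluorescence polarization: 7 uM MLL-CXXC (stock) preincubated 5 min with compounds, then 50 nM fluorescein-HOX-A9 DNA (stock) added; 30 min ambient. Buffer 50 mM Tris-HCl pH 7.5, 50 mM NaCl, 1 mM DTT, 0.05% BSA.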
uPA surface inh = blocks generation of uPA at the cell surface; cell surface uPA generation assay, qHTS; Potency, µM (highest dose often 38.3 µM), without a hit: at the highest dose activity change, negative = inhibition, actives largely listed as inhibitors; actives 0.31% (n = 330,000); active = well fitted inhibition curve with a large enough effect; inconclusive = small, poorly fitted or top-dose-only effect; inactive = no such curve, though single readings can be large or run the other way; tested in mouse RAW 264.7 cells; also: % is scaled to controls: 0 for no effect and ±100 for the full control effect; nearly all actives have a fitted effect of over 55% in size
ELG1 genotox = genotoxicity induction in ELG1-luciferase HEK293T cells; Potency, µM (titrated, usually from 46 µM), inactives show at the highest dose activity change, positive = activation, hits mostly activators; AID 504466; actives 1.3% (n = 330,000); HEK293T ELG1-luciferase reporter, luminescence, 16 h; also: % of control where 0% means no effect; nearly all actives have a fitted effect of over 60% in size
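Step 1: seed 2,000 HEK293T ELG1-luciferase cells per well. Step 2: add compound or DMSO, incubate 16 hr at 37 °C. Step 3: ONE-Glo, 30 min at room temperature, read luminescence.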
p53 reactivation = restores transcriptional activity of mutant p53. H1299 p53-A138V BP100-luciferase reporter, luminescence, 24 h. Potency, µM (doses to about 92.2 µM), inactives show top-dose activity change, positive = activation, hits mostly activators. actives 0.063% (n = 320,000). AID 504706; also: % of control where 0% means no effect; nearly all actives have a fitted effect of over 45% in size
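p53-null H1299 cells stably carrying temperature-sensitive p53-A138V and a BP100-luciferase reporter were pinned with compounds (4-point, 1:5 series) and held 24 hrs at 37 deg C. Luminescence was read 10 min after detection reagent.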
BRCA1 expr act = increases BRCA1 expression. actives 1.1% (n = 380,000). MCF7-BRCA1-FFLuc reporter, luminescence, 48 h; response scale: scaled: vehicle 0%, 10 µM genistein 100%. AID 624202. Potency, µM (series often up to 46.1 µM), for the others: at the top dose activation, actives largely listed as activators; also: nearly all actives have a fitted effect of over 80% in size; some results filed as inactive show a strong effect at the top dose
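Activators of BRCA1 expression were detected as increased firefly luciferase luminescence in engineered MCF7 cells after 48 h compound incubation. Signals were scaled to genistein 10 microM as full activation.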
Rab9 prom act = Rab9 promoter activation; Huh7 Rab9 promoter-luciferase reporter, luminescence, 24 h; AID 485297; actives 2.8% (n = 320,000); Potency, µM (top dose mostly 9.22 µM), for inactives: top-dose activation, negative = inhibition, hits mostly activators; also: % of control where 0% means no effect; nearly all actives have a fitted effect of over 60% in size
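Measured in stably transfected Huh7 cells bearing a Rab9 promoter–luciferase construct: 24 h compound treatment at 37 °C, followed by luminescence detection.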
MBNL1-CUG inh = inhibitors of human MBNL1 binding to CUG repeat RNA; actives 0.036% (n = 280,000); Q9NR56; Potency, µM (doses to about 57.5 µM), inactives show at the highest dose activity change, negative = inhibition, hits mostly inhibitors; TR-FRET MBNL1-His/biotin-(CUG)12 binding, 665/545 ratio; active = well fitted inhibition curve with a large enough effect in the signal ratio, with a control signal flat, not every such curve was filed as active; inconclusive = small, poorly fitted or top-dose-only effect, or effect the other way, or a change in a side signal; inactive = no such curve, though single readings can be large or run the other way; the % refers to the signal ratio; also: % is scaled to controls: 0 for no effect and ±100 for the full control effect
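Compounds (final 92 nM to 58 uM) are added to His-tagged MBNL1 and biotin-(CUG)12, then terbium anti-His antibody and streptavidin-XL665 (5 nM final). After 60 min at room temperature, the 665/545 nm ratio is read.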
RORg inh = ROR gamma (mouse) transcription inhibition; P51450; Drosophila S2 Gal4-RORgamma UAS-luciferase reporter, 20 h; Potency, µM (top dose mostly 53.6 µM), for inactives: at the highest dose activity change, negative = inhibition, most hits filed as inhibitors; actives 5.4% (n = 310,000); AID 2551; also: % is scaled to controls: 0 for no effect and ±100 for the full control effect; nearly all actives have a fitted effect of over 60% in size
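Read-out: Photinus luciferase luminescence; inhibitors lower reporter signal. Insect Schneider cells with Gal4-ROR gamma fusion under metallothionein promoter, UAS reporter; 700 uM final copper sulfate induction, 20 hr, ambient temperature.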
VP16 counter = inhibits Gal4-VP16 luciferase reporter, ROR gamma counter-screen | Drosophila S2 Gal4-VP16 UAS-luciferase, luminescence, 20 h | Potency, µM (titrated, usually from 53.6 µM), for inactives: at the top dose activity, negative = inhibition, actives largely listed as inhibitors | actives 3.5% (n = 310,000) | AID 2546;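 also: Gal4-VP16 expression switched on by copper sulfate through the metallothionein promoter; % is scaled to controls: 0 for no effect and ±100 for the full control effect; nearly all actives have a fitted effect of over 50% in size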
NPC1 prom act = NPC1 promoter activation. Huh7 NPC1 promoter luciferase reporter, 24 h. Potency, µM (doses to about 9.22 µM), inactives show at the top dose activation, actives largely listed as activators. actives 2.4% (n = 320,000). AID 485313;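 also: % of control where 0% means no effect; nearly all actives have a fitted effect of over 60% in size; reporter is driven by a mutant NPC1 promoter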
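In 1536-well qHTS, Huh7 cells harboring an NPC1 promoter–luciferase construct received compound for 24 h; activation was quantified by luminescence following luciferase reagent addition.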
Active calls of the source: *; ? = inconclusive; / = no result given; & = joins results of further samples; [ ] = remark or other dose. Unless noted, calls follow the shape of the dose curve; as a rule, active = well fitted curve in the direction sought with a large enough effect; inconclusive = small, poorly fitted or top-dose-only effect, or another doubt; inactive = no such curve, though single readings can be large; an effect the other way counts as inactive or inconclusive. Potency is read from the fitted curve at half-maximal effect. Not all compounds are listed. The share of hits here may be higher or lower than overall.

Every second line gives: FLuc counter | CXXC DNA block | uPA surface inh | ELG1 genotox | p53 reactivation | BRCA1 expr act | Rab9 prom act | MBNL1-CUG inh | RORg inh | VP16 counter | NPC1 prom act
1) CCNc1nc(NC(C)C)nc(Oc2ccc(OCCOc3ccc(C)cc3)nn2)n1
  -1% | 1% | -13% | 1% | -16% | -7% | -5% | -9% | -4% | 1% | -2%
2) COc1ccc(C2c3c(c(C)c(C)oc3=O)Oc3c(C)c(C)oc(=O)c32)cc1
  6% | / | 0% | 6% | 2% | -4% | -2% | / | / | / | -2%
3) COc1ccc(NC(=O)c2ccccc2-c2ccccc2)cc1
  6% | 7% | 0% | 2% | 1% | -25% | -13% | 2% | 5% | 2% | -9%
4) COc1ccc(-c2cc(OC(=O)c3ccc(F)cc3)c3c(C)oc(C)c3c(=O)c2)cc1
  -18% | ? | / | -3% | -1% | / | -1% | ? | 6% | -24% | -1%
5) O=C(c1[nH]nc2c1CCc1ccccc1-2)N1CCN(Cc2ccc3c(c2)OCO3)CC1
  12% | 9% | 3% | -5%[9.26 µM] | 1% | -27% | -41%[inhibitor] | -5% | ? | -11% | -10%
6) CCOc1ccc(S(=O)(=O)N2CCN(Cc3ccco3)CC2)cc1
  1% | 2% | 1% | -5% | -14% | 1% | 0% | -4% | 1% | -5% | -1%
7) CCOc1ccc2[nH]c(=O)c(CN(Cc3cccs3)Cc3nnnn3C(C)(C)CC)cc2c1
  2% | -2% | -2% | -8% | -2% | -83% | 1% | -10% | 32% | -1% | 1%
8) O=C(COC(=O)C(c1ccccc1)c1ccccc1)NCc1ccco1
  -8% | ? | 17% | -5% | -5% | -3% | 17% | / | ? | 18µM* | 0%
9) CCOC(=O)c1cccc(NC(=O)c2ccc(NC(=O)C3CCCO3)cc2)c1 (configuration not stated)
  ? | 0% | -3% | -2% | 9% | -2% | 10% | 0% | -12% | ? | 12%
10) Cc1ccnc(NS(=O)(=O)c2ccc(NC(=O)c3oc4ccc(F)cc4c3C)cc2)n1
  27µM* | 8% | -20% | 1% | -3% | 5% | -6% | -2% | 2% | -12% | -4%
11) CCOC(=O)C1CCCN(C(=O)c2ccc(S(=O)(=O)Nc3ccccc3OC)cc2)C1 (configuration not stated)
  1% | / | -2% | -1% | -2% | -21% | 1% | / | / | / | -8%
12) CCc1ccc(Nc2n[n+](-c3ccccc3)c(-c3ccc(OC)c(Br)c3)s2)cc1
  0% | ? | -11% | -2% | 4% | -54% | 0% | 40%[activator] | 27% | 1% | -1%
13) CCOC(=O)c1c(/N=C/C2C(=O)CC(C)(C)CC2=O)sc(C)c1C
  3% | 28% | -44% | 0% | -8% | -8% | -3% | 8% | -5% | -4% | 1%
14) O=C(NCc1ccccc1Cl)C1CCC(=O)N(C2CC2)C1 (configuration not stated)
  -3% | 3% | 2% | 17% | 13% | 43% | 0% | -5% | -20% | ? | 5%
15) Cn1cnnc1SC1c2cccc3cccc(c23)C1NS(=O)(=O)c1ccccc1 (configuration not stated)
  1% | 1% | 0% | 1% | -8% | -16% | 8% | / | 40% | -13% | -1%
16) COc1ccccc1OCC(=O)N/N=C1/C=C(C)CC1
  -3% | -9% | / | 1% | 3% | 14% | 2% | -5% | ? | -21% | 0%
17) CC(=O)SCC(C)C(=O)NCc1ccccc1 (configuration not stated)
  5% | -15% | -7% | -1% | 18% | -1% | 3% | 1% | 12% | -5% | -4%
18) CNc1nc(-c2ccccn2)nnc1-c1ccccc1
  -3% | -28% | -10% | ? | ? | -88% | -2% | -1% | -6% | 3% | -3%
19) COc1ccc(CNC(=O)Cn2cccc2C(=O)c2ccccc2C)cc1
  ? | -1% | 10% | ? | ? | 9% | 29% | 9% | 10% | ? | ?
20) COc1ccc(-c2ncncc2-c2csc(C)n2)c(O)c1OC
  -3% | -2% | -1% | 3% | -2% | -17% | 0% | -12% | -28% | 0% | 6%
21) CCOc1ncccc1C(=O)N1CCN(c2cc(Cl)ccc2C)CC1
  -9% | 4% | -14% | -1% | 2% | -62% | -9% | 20% | 1% | 6% | -23%
22) Cc1cccc(-n2c(Cc3cc(=O)[nH]c(=O)[nH]3)nnc2SCC(=O)N2CCc3ccccc32)c1
  -3% | 2% | 10% | 3% | 10% | -8% | 16% | 3% | -5% | -19% | 0%
23) CC(C)(C)NC1=CC(=O)OC12CCCCC2
  1% | 13% | -5% | -5% | 0% | 2% | 0% | -6% | -8% | -7% | -1%
24) CCOc1ccccc1OCCCC(=O)Nc1nc2ccccc2[nH]1
  -1% | -3% | -10% | 6% | 8% | 16% | 5% | 2% | ? | -11% | 8%
25) COc1ccc(NC(=O)c2ccccc2C)cc1
  9.5µM* | -4% | -8% | ? | 6% | 76% | 3.2µM* | -5% | -42% | -24% | 1.4µM*
26) CCOc1ccc(NS(=O)(=O)c2ccc(NC(=S)NC(=O)CC(C)C)cc2)cc1
  9% | -1% | 9% | -10% | -3% | -70% | -2% | -2% | ? | -9% | 0%
27) O=C(CSc1ccccn1)NCc1ccc2c(c1)OCO2
  ? | -8% | -3% | ? | 6% | 95% | ? | -2% | 14% | -9% | 28%
28) CCOc1ccc2nc(NC(=O)CSCC(=O)Nc3cc(C)on3)sc2c1
  ? | / | 0% | ? | ? | 57% | 3.2µM* | / | / | / | ?
29) N#Cc1ccc(-c2csc(NC(=O)C3CC3)n2)cc1
  -8% | 2% | -5% | 0% | ? | ? | 22% | 113%[activator] | 15% | 8% | 26%
30) N#C/C(=C\c1ccc([N+](=O)[O-])cc1)C(=O)Nc1ccccc1O
  ? | ? | -2% | 12% | 11% | -6% | 0% | / | ? | ? | 4%
31) CCNc1nc(OC)nc(SCC(N)=O)n1
  -2% | -5% | 3% | / | / | -9% | / | -7% | -22% | 1% | /
32) COc1ccc(C(CC(=O)O)NC(=O)Nc2ccccc2)cc1OC (configuration not stated)
  -4% | -1% | 4% | 1% | -2% | 19% | -7% | -11% | 0% | -7% | 1%
33) Cc1ccc(S(=O)(=O)NC(=O)NN2CC3CCCC3C2)cc1 (configuration not stated)
  -8% | 7% | 0% | 2% | 12% | 4% | 1%[1.84 µM] | 9% | -10%&9%&-21% | 2%&-13%&4% | -2%
34) CCOCCCNC(=O)C1CC(=O)N(CCc2ccccc2)C1 (configuration not stated)
  2% | 0% | 5% | 0% | 3% | -1% | -1% | -6% | -4% | -3% | 2%
35) CS(=O)(=O)N1CCN(c2ccccc2NC(=O)C(c2ccccc2)c2ccccc2)CC1
  -1% | 29% | / | -10% | -7% | -25% | -3% | 3% | 30% | 13% | 0%
36) COc1ccc(CCNS(=O)(=O)c2ccc3c(c2)NC(=O)CCS3)cc1OC
  0% | 52%[activator] | -3% | -5% | -6% | -3% | 1% | -3% | 21% | -13% | -12%
37) COc1ccc(C2=NN(c3nc(-c4ccccc4)c(CC(=O)O)s3)C(c3ccco3)C2)cc1 (configuration not stated)
  -6% | -3% | -2% | -2% | ? | -51% | -5% | ? | 5% | ? | -3%
38) Cc1ccc(S(=O)(=O)N2CCN(C(=O)CSc3nnnn3C)CC2)c(C)c1
  -1% | 31% | -13% | -1% | ? | -8% | 10% | -2% | 3% | -11% | 0%
39) COc1cc(NC(=O)c2cnc(N)s2)cc(C(=O)Nc2cccc(C(F)(F)F)c2)c1
  12µM* | -6% | 1% | -3% | 4% | -2%&26% | 11% | -19% | 1% | 5% | 13%
40) Cc1cccc(NC(=S)NNC(=O)c2csc3c2CCCC3)c1
  12µM* | -19% | -20% | 0% | 11% | 20% | ? | 2% | ? | -10% | ?
41) CN(Cc1cnn(C)c1)C(=O)C1CCC(=O)N(Cc2cccc(F)c2)C1 (configuration not stated)
  5% | 6% | -9% | 5% | 20% | -1% | 2% | -10% | -30% | -7% | 30%
42) CCN1CNC(=S)N(c2cccc(C)c2C)C1
  -1% | 5% | / | 0% | -5% | -8% | 1% | -10% | 11µM* | ? | 2%
43) CCc1ccccc1NC(=O)c1ccccc1N1C(=O)C2C3C=CC(C3)C2C1=O (configuration not stated)
  -2% | 10% | 7% | 1% | -4% | 3% | -1% | -12% | -7% | -10% | 1%
